KDM5B inh = KDM5B demethylase inhibition. Q9UGL1. KDM5B demethylase, FDH-coupled NADH fluorescence (FDH is formaldehyde dehydrogenase). Potency, µM (top dose mostly 57.7 µM), without a hit: at the highest dose activity change, negative = inhibition, actives largely listed as inhibitors. 220,000 compounds, 2.6% hits; active = well fitted inhibition curve with a large enough effect; inconclusive = small, poorly fitted or top-dose-only effect; inactive = no such curve, though single readings can be large or run the other way; also: 0% is about no effect; nearly all actives have a fitted effect of over 70% in size
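Here, H3K4me3 peptide (12.5 µM in substrate mix) is demethylated by KDM5BΔAP, 200 nM final, after 10 min compound exposure. Formaldehyde product is coupled through FDH (0.25 U/mL in mix) to NADH fluorescence; 30-min ΔRFU feeds dose-response curves.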
Numbers without * were called inactive; ? = inconclusive; [ ] = dose if it differs, or a comment. Potency is read from the fitted curve at half-maximal effect. This is a subset; the hit share may differ from the screen's.

SMILES | KDM5B inh
CSCC[C@H](NC(=O)OC(C)(C)C)C(=O)N/N=C/c1cccc2nccnc12 | ?
COC[C@@H]1CN(S(=O)(=O)c2cc(F)cc(F)c2)C[C@H]1C(N)=O | 18%
Cn1nc(-c2nncn2CC2CC2)c2c1CCN(C(=O)c1[nH]nc3c1COc1ccccc1-3)C2 | -15%
CN(C)[C@@H]1CN(C(=O)c2ccco2)CC[C@]1(O)c1ccccc1 | -5%
COc1ccc(-n2nc3c(c2NC(=O)C2CCCC2)CS(=O)(=O)C3)cc1 | 12%
COc1ccccc1CCC(=O)NC(C)C(=O)N1CCN(c2ccccn2)CC1 (stereo not drawn) | 25µM*
C=CCNC(=O)c1ccccc1NC(=O)/C=C/c1cccc2ccccc12 | ?
COc1cccc(C(=O)OCC(=O)N2c3ccccc3Sc3ccccc32)c1OC | -9%
CN1CCC(OC2CCN(C(=O)c3ccccc3)CC2)CC1 | 39%[activator]
CCc1ccc2c(c1)c(=O)c(S(=O)(=O)c1ccccc1)cn2CC(=O)Nc1ccc(OC)cc1 | ?
Cc1ccc(S(=O)(=O)C(C)C(=O)c2ccc(Br)cc2)cc1 (stereo not drawn) | 10%
N#Cc1cnc2ccccc2c1Nc1cccc(C(F)(F)F)c1 | ?
Cc1cc(C(=O)OCC(=O)c2cc(C)n(C)c2C)c2ccccc2n1 | ?
CCOC(=O)Cn1c(=O)n(-c2ccccc2OC)c2nc(-c3ccccc3)nc(C(N)=O)c21 | ?
FC(F)n1c(CSc2nnc3c(Cl)cc(C(F)(F)F)cn23)nc2ccccc21 | ?
CCn1c(=O)c(=O)[nH]c2cc(C(=O)N3CCCCCC3)ccc21 | 48%[activator]
O=C(N/N=C/c1cccnc1)c1cc(Br)ccc1O | 0%
C[C@@H](NC(=O)c1cccs1)c1onc(-c2ccc(F)cc2)c1C(=O)O | -11%[86.2 µM]
C=CCOc1ccccc1CN(CC)C(=O)C1CCN(c2ncccn2)CC1 | ?
CCOc1ccc2c(-c3cc4cccc(OCC)c4oc3=O)cc(=O)oc2c1 | 14%

Fetched one by one from the list above (2):
SMILES | KDM5B inh
COc1cccc(C(=O)OCC(=O)N2c3ccccc3Sc3ccccc32)c1OC | -9%
COC[C@@H]1CN(S(=O)(=O)c2cc(F)cc(F)c2)C[C@H]1C(N)=O | 18%

Six compounds out of the list above, sorted by the number in KDM5B inh, lowest first:
| canonical_smiles | KDM5B inh |
| --- | --- |
| Cn1nc(-c2nncn2CC2CC2)c2c1CCN(C(=O)c1[nH]nc3c1COc1ccccc1-3)C2 | -15% |
| COc1cccc(C(=O)OCC(=O)N2c3ccccc3Sc3ccccc32)c1OC | -9% |
| CN(C)[C@@H]1CN(C(=O)c2ccco2)CC[C@]1(O)c1ccccc1 | -5% |
| O=C(N/N=C/c1cccnc1)c1cc(Br)ccc1O | 0% |
| COc1ccc(-n2nc3c(c2NC(=O)C2CCCC2)CS(=O)(=O)C3)cc1 | 12% |
| CCOc1ccc2c(-c3cc4cccc(OCC)c4oc3=O)cc(=O)oc2c1 | 14% |

Continued.
SMILES | KDM5B inh
O=S(=O)(NCCc1cccs1)c1ccc(Br)cc1 | 0%
O=C(NC1CCCC1)c1ccc(CSc2nc3ccncc3n2Cc2ccccc2F)cc1 | -28%
CCCc1nc2ccccc2c(C(=O)OC(C)C(=O)NC(N)=O)c1CC (stereo not drawn) | 177%[activator]
COc1ccc(Nc2oc(-c3ccccc3C)nc2C#N)cc1 | 15%
Cc1ccc(NC(=O)C(C)OC(=O)C2=CN3CCS(=O)(=O)N=C3C=C2)cc1 (stereo not drawn) | ?
FC(F)(F)c1ccccc1NC(=S)N1CCCC1 | 8%
CCC(C)NC(=O)c1nn(-c2ccc(C)cc2)c(=O)n(C)c1=O (stereo not drawn) | -15%
CCCNC(=O)c1ccc(NC(=O)c2ccncc2)cc1 | -8%
Fc1ccc(-c2csc(NCC3CCCO3)n2)cc1 (stereo not drawn) | -3%
O=C(c1cccs1)N1CCC[C@H]1c1nc(-c2ccccc2)no1 | 2%
Cc1cn2c(=O)cc(COc3ccc(NC(=O)COc4ccccc4)cc3)nc2s1 | ?
COc1ccccc1NC(=O)Cn1c(=O)n(-c2cccc(C)c2)c(=O)c2c1c1cc(C)ccc1n2C | ?
O=C(NCc1ccccc1Cl)c1csc(N2CCN(c3ccc(F)cc3)CC2)n1 | -27%
O=C(O)C/C(=C/c1cccc(O)c1)c1nc2ccccc2o1 | -27%
Cc1c(Cl)cccc1NC(=S)N1CCCN(Cc2ccccc2F)C1 | 358%[activator]
CC1CN(C(=O)N2CCC(C(=O)NCc3ccccc3F)CC2)c2cc(Cl)ccc2O1 (stereo not drawn) | -4%
CCC(Oc1ccccc1)C(=O)Nc1cc(-c2ccccc2OC)nn1-c1ccccc1 (stereo not drawn) | ?
COC[C@@H]1[C@H](NC(=O)c2ccc(Cn3nnnc3C)cc2)[C@@H]2CCO[C@H]12 | ?
Cc1nc2cccnc2n1C1CCN(S(=O)(=O)c2ccc(C(C)C)cc2)CC1 | -15%
COc1cc2cc(C(=O)NCC(=O)Nc3ccc4c(c3)OCO4)[nH]c2c(OC)c1OC | ?

Arranged by number of heavy atoms (smallest number first): 3 of the compounds above.
SMILES | KDM5B inh
O=C(O)C/C(=C/c1cccc(O)c1)c1nc2ccccc2o1 | -27%
CCC(C)NC(=O)c1nn(-c2ccc(C)cc2)c(=O)n(C)c1=O (stereo not drawn) | -15%
COc1cc2cc(C(=O)NCC(=O)Nc3ccc4c(c3)OCO4)[nH]c2c(OC)c1OC | ?

(next part)
SMILES | KDM5B inh
Cc1cc(C)c(S(N)(=O)=O)c(C)c1N(C)S(=O)(=O)c1ccc(Cl)cc1 | 4%
Cc1nn(C)c2c1c(-c1ccccc1)cc(=O)n2Cc1ccc(F)cc1 | ?
CCN(CC)C(=O)[C@@H]1C[C@H](N)CN1C(=O)c1ccc2c(c1)OCC(=O)N2 | -23%
Cc1nn2c(c1-c1ccccc1Oc1ccccc1)N(Cc1cccc(O)c1)CCC2 | ?
CC(C)(C)C(=O)Nc1nnc(-c2ccccc2)c(-c2ccccc2)n1 | -15%
CC(c1ccccc1)N(C)C(=O)CCCc1c[nH]c2ccccc12 (stereo not drawn) | -3%
COc1cccc(C(=O)COC(=O)C2CC(=O)N(c3cc(C)ccc3C)C2)c1 (stereo not drawn) | 13%
O=C(NCCc1ccc(Cl)cc1)C1CCc2nnc(C3CCN(C(=O)c4ccccc4)CC3)n21 (stereo not drawn) | 25%[115 µM]
CCOc1ccc(OCC)c(NC(=O)c2cc(S(=O)(=O)N3CCc4ccccc43)cn2C)c1 | ?
CC(=O)N1c2c(cc(Br)cc2S(=O)(=O)N2CCN(c3cc(C)ccc3C)CC2)CC1C (stereo not drawn) | -40%
Cc1ccc2c(c1)CCCN2C(=O)c1n[nH]c(=O)c2ccccc12 | -10%
CSc1cccc(NC(=O)Cc2ccc(Cl)cc2)c1 | -11%
CCN(CC)S(=O)(=O)c1ccc(NC(=O)COc2ncnc3ccc(Br)cc23)cc1 | 7%
CC(C)(C)NC(=O)c1ccc(NC(=O)c2ccc(Cl)cc2Cl)cc1 | 24%
Cc1nn(-c2cccc(Cl)c2)c2nc(-c3cccnc3)cc(C(F)(F)F)c12 | 56%[activator]
O=C(C1CCCCC1)N1CCc2nn(Cc3ccccc3)c(=O)n2CC1 | -11%
Cc1cc(Cl)cc(SCC(=O)O)c1Cl | 12%
CCN(C(=O)Cn1nc(-c2ccc(F)cc2)ccc1=O)c1cccc(C)c1 | 16%
Cc1ccc(-n2c(C)cc(/C=C(\C#N)C(=O)Nc3ccc(C)c(C)c3)c2C)cc1 | -28%
OCCNC(=S)Nc1ccccc1F | -6%
CN(C)CCNC(=O)Cc1ccc(NC(=O)N2CCCCc3ccccc32)cc1 | 1%
CCc1ccc(NC(=O)CCNS(=O)(=O)c2ccc3c(c2)oc(=O)n3C)cc1 | ?
O=C(c1ccc2c(c1)N(Cc1c(F)cccc1Cl)C(=O)c1ccccc1S2)N1CCCC1 | -24%
CCCN(CCC)CCNC(=O)C1c2ccccc2C(=O)N2CCc3ccccc3C12 (stereo not drawn) | 9%
O=C(CCc1ncc(-c2c(F)cccc2F)o1)Nc1ccccc1O | 2%
O=C(c1cc(-c2ccccc2)n[nH]1)N1CCc2c(nc(-c3ccc(F)cc3)[nH]c2=O)C1 | -19%
Cc1ccc(C(=O)NCC(c2ccc3c(c2)OCO3)N2CCN(C)CC2)cc1C (stereo not drawn) | -17%
COc1ccc(-n2ncc3c2CC(C)(C)CC3NC(=O)c2cc(C)[nH]n2)cc1 (stereo not drawn) | 2%
CC(C)Oc1nc2ccccc2nc1N1CCC(C(=O)NCc2ccccc2Cl)CC1 | -13%
Cc1oc2c(c1C(=O)N1CCOCC1)CN(C(=O)c1ccncc1)CC2 | ?
COc1cc(CNC(=O)CSCc2nc3cccnc3n2C2CCCCC2)cc(OC)c1OC | 12%
CCOc1ccc(C(=O)N2CCC3(CCNC(=O)CC3)CC2)cc1 | -8%
COc1ccc2[nH]cc(CCNC(=O)C3(Cc4ccccc4)CCCCC(=O)N3)c2c1 (stereo not drawn) | ?
CC(NC(=O)/C(=C\c1cccc(Br)c1)NC(=O)c1ccco1)C(=O)O (stereo not drawn) | -28%
CC1CC1C(=O)Nc1ccc2c(c1)CCC2 (stereo not drawn) | -19%
Oc1ccccc1-c1nc(Oc2ccccc2)c2ccccc2n1 | -11%
CCCCn1c(CCC(=O)N(C)Cc2cc(C)ccc2OC)nc2c1c(=O)[nH]c(=O)n2CCCC | 24%
CN1C[C@H](NC(=O)NC2(c3ccccc3)CCOCC2)CCC[C@@H](C(=O)NCc2cc(F)cc(F)c2)CC1=O | ?

Laid out differently: results already given.
| smiles | KDM5B inh |
| --- | --- |
| C=CCNC(=O)c1ccccc1NC(=O)/C=C/c1cccc2ccccc12 | ? |
| COc1cccc(C(=O)OCC(=O)N2c3ccccc3Sc3ccccc32)c1OC | -9% |
| CN1CCC(OC2CCN(C(=O)c3ccccc3)CC2)CC1 | 39%[activator] |
| CCc1ccc2c(c1)c(=O)c(S(=O)(=O)c1ccccc1)cn2CC(=O)Nc1ccc(OC)cc1 | ? |
| Cc1ccc(S(=O)(=O)C(C)C(=O)c2ccc(Br)cc2)cc1 (stereo not drawn) | 10% |
